KinaseGlo FLuc – Counterscreen for Luciferase (Kinase-Glo TM) Inhibition | Potency, µM (top dose mostly 38.3 µM), for the others: top-dose activity change, negative = inhibition, hits mostly inhibitors | Kinase-Glo luciferase, ATP luminescence, 8 min | Luciferin 4-monooxygenase (Photuris pensylvanica), Q27757 | 200,000 compounds, 0.28% hits; note: potency is the fitted concentration of half-maximal effect; % is set by controls: 0 for no effect and ±100 for the full control effect; nearly all actives have a fitted effect of over 60% in size
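Compounds were added to a substrate mix at pH 7.2 (50 mM imidazole, 10 uM ATP, within the enzyme's linear range), followed by Kinase-Glo detection reagent; luminescence was measured after 8 minutes at ambient temperature.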
IMPase Li inh – qHTS Assay for Identifying the Cell-Membrane Permeable IMPase Inhibitors: Potentiation with Lithium | CHO-M1 cells, IP1 TR-FRET (IP-One), carbachol + lithium | Potency, µM (doses to about 59.4 µM), inactives show at the top dose activity, negative = IMPase inhibition, actives largely listed as inhibitors | 210,000 compounds, 0.35% hits;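 note: IP1 builds up when IMPase is blocked and the TR-FRET signal falls; potency is the fitted concentration of half-maximal effect; plate controls were basal vehicle for no effect and high inhibitor control for full effect; nearly all actives have a fitted effect of over 50% in size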
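Steps: plate 2000 CHO-M1 cells per well and culture 16–30 h; add compound and lithium; incubate 30 min, 37C; add d2-IP1 tracer and Eu cryptate anti-IP1 antibody in lysis buffer; read after 10 min at room temperature.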
HTT cytoprotect – qHTS Multiplex Assay to Identify Dual Action Probes in a Cell Model of Huntington: Cytoprotection (ATP) | PC12 HTT-Q103 induced, cytoprotection, ATP luminescence, 40 h | Potency, µM (series often up to 56.4 µM), for the others: cytoprotection (ATP increase), most hits filed as activators | 230,000 compounds, 0.14% hits;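 note: potency is the fitted concentration of half-maximal effect; % of control where 0% means no effect; nearly all actives have a fitted effect of over 45% in size; toxic huntingtin expression switched on by the ecdysone agonist tebufenozide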
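Cells were plated at 1500 per well in phenol red-free DMEM with 5% equine and 5% calf serum. Tebufenozide (100 nM final) and compounds were added, then ATPlite reagent, and luminescence was read.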
LMNA splice mod – qHTS Assay for Modulators of Lamin A Splicing; Potency, µM (titrated, usually from 46.1 µM), for inactives: top-dose ratio change, negative = inhibition, usual class: inhibitors; HeLa LMNA splicing GFP/RFP minigene ratio, 48 h; AID 1487, 2009; 200,000 compounds, 0.01% hits; active = well fitted inhibition curve with a large enough effect in the signal ratio, with a control signal flat, not every such curve was filed as active; inconclusive = small, poorly fitted or top-dose-only effect, or effect the other way, or a change in a side signal; the % refers to the signal ratio; note: potency is the fitted concentration of half-maximal effect; % is set by controls: 0 for no effect and ±100 for the full control effect
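S3 HeLa stable clones carrying a lamin A-EGFP splicing minigene plus DsRed2 were seeded at 600 cells/well in Opti-MEM with 2% FBS, pin-dosed and incubated 48 h at 37°C. Acumen cytometry (488 nm) gave the GFP/RFP total-intensity ratio.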
SMN2 splice enh – qHTS Assay for Enhancers of SMN2 Splice Variant Expression; 210,000 compounds, 2.8% hits; Potency, µM (highest dose often 46.1 µM), inactives show at the highest dose activity change, positive = activation, most hits filed as activators; HEK293 SMN2-luciferase splicing reporter, luminescence, 30-36 h; note: potency is the fitted concentration of half-maximal effect; % of control where 0% means no effect; nearly all actives have a fitted effect of over 55% in size
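qHTS luciferase splicing reporter: luminescence rises when SMN2 exon 7 is included in transfected HEK293 cells. Compound exposure lasted 30-36 h at 37C, with 4.5 mM final sodium butyrate as control, followed by a ONE-Glo read.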
CBFb RUNX1 block – qHTS Assay for Compounds Blocking the Interaction Between CBF-beta and RUNX1 for the Treatment of Acute Myeloid Leukemia; Potency, µM (titrated, usually from 59.8 µM), inactives show top-dose activity, negative = inhibition, most hits filed as inhibitors; AID 1477, 2009; Runt-related transcription factor 1 (Homo sapiens) + Core-binding factor subunit beta …; 230,000 tested, under 10 active; AlphaScreen CBFb-His/RUNX1-biotin binding, biochemical; note: % of control where 0% means no effect
Target sequence (Q01196 whole entry, looked up): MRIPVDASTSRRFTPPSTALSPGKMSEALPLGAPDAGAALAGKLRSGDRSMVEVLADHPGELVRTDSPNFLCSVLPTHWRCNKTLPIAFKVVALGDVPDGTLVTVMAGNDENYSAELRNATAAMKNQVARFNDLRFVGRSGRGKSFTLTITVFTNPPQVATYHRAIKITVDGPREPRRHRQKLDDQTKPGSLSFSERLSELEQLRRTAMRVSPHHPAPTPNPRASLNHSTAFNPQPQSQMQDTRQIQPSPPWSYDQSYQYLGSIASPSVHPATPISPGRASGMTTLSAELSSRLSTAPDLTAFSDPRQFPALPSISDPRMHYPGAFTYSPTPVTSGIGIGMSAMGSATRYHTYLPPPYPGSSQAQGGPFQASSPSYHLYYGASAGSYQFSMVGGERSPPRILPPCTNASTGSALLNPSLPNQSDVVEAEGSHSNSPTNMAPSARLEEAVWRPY
Target sequence (Q13951 whole entry, looked up): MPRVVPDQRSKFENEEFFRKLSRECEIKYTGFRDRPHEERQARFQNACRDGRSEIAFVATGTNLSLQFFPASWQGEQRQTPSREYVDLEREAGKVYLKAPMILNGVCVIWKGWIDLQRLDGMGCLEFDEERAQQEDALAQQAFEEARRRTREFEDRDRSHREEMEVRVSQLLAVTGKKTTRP
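Proteins preincubated together for 20 min at RT before compound addition; 15 min later, nickel and streptavidin beads were added and left 90 min prior to AlphaScreen measurement.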
HTT aggregate – qHTS Multiplex Assay to Identify Dual Action Probes in a Cell Model of Huntington: Aggregate Formation (GFP); PC12 HttQ103-GFP aggregates, Acumen cytometry, 40 h; Potency, µM (doses to about 46.1 µM), for inactives: top-dose activity change, negative = inhibition, most hits filed as inhibitors; 220,000 compounds, 1.1% hits; note: potency is the fitted concentration of half-maximal effect; % is set by controls: 0 for no effect and ±100 for the full control effect; nearly all actives have a fitted effect of over 60% in size
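Steps: seed 1500 PC12 HTTQ103-GFP cells/well; add tebufenozide, 100 nM final; add compound titration; add ATPLite reagent; quantify GFP aggregates by laser scanning cytometry.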
The depositor's hits bear a star; ? = inconclusive; . = no result given; [ ] = dose if it differs, or a comment. Unless noted, calls come from the whole dose curve; as a rule, active = well fitted curve in the direction sought with a large enough effect; inconclusive = small, poorly fitted or top-dose-only effect, or another doubt; inactive = no such curve, though single readings can be large; an effect the other way counts as inactive or inconclusive.

SMILES	KinaseGlo FLuc	IMPase Li inh	HTT cytoprotect	LMNA splice mod	SMN2 splice enh	CBFb RUNX1 block	HTT aggregate
COC(=O)[C@@]1(C)C[C@@H]1[C@@H](NC(=O)[C@@]1(C)C[C@@H]1[C@@H](NC(=O)[C@@]1(C)C[C@@H]1[C@@H](NC(=O)[C@@]1(C)C[C@@H]1[C@@H](NC(=O)OCc1ccccc1)c1ccccc1)c1ccccc1)c1ccccc1)c1ccccc1	-2%	-15%	11%	.	7%	-5%	.
O=C(O)c1[nH]c2ccccc2c1CC(=O)N1CCOCC1	2%	-5%[38.3 µM]	-3%	2%	21%	2%	?
COc1ccc(N)cc1-n1cnnn1	3%	1%	11%	.	-40%	12%	-2%
Cc1cc2cc(C)c3nnc(SCC(=O)NCc4ccco4)n3c2cc1C	-1%	11%[38.3 µM]	-19%	4%	-18%	-5%	11%
O=C(NCC1CCCO1)c1nc2c(nnn2Cc2ccc(F)cc2)c(=O)[nH]1 (stereo not given)	-2%	-5%[38.3 µM]	-18%	14%	1%	2%	-11%
COc1c(C)cc(Br)cc1C(=O)NC(=S)Nc1ccc(Cl)c(C(=O)O)c1	.	-1%	-38%	.	.	0%	9%
O=C(NC(c1ccccc1)C(Cl)Cl)c1ccccc1 (stereo not given)	-1%	4%	9%[10 µM]	?	2%[1.84 µM]	5%	2%
CC1CN(c2nnc(-c3ccccc3)c3ccccc23)CC(C)O1 (stereo not given)	-1%	-2%	-30%	-5%[46 µM]	-5%	-5%	2%
Oc1ccccc1Nc1ccccn1	.	.	-8%[10 µM]	.	.	8%	-9%[9.22 µM]
O=C(Nc1ccc2c3c(cccc13)CC2)c1cccc([N+](=O)[O-])c1	4%	6%	0%[10 µM]	-14%	-5%	-12%	-3%
COc1cccc(C(=O)Nn2cnnc2)c1	-2%	7%	-5%[10 µM]	?	.	1%	-7%[9.22 µM]
CCCn1c(SCC(=O)N2CCCC2)nc2c1c(=O)n(C)c(=O)n2C	.	.	-23%[10 µM]	-3%	.	-8%	14%
CCC(Sc1nc2ccccc2[nH]1)C(=O)Nc1cc(C)on1 (stereo not given)	0%	33%[activator][38.3 µM]	2%	12%	.	-1%	1%
CCC(=O)N1CCN(CCN=CC2=C(O)CC(C)(C)CC2=O)CC1	-3%	25%[38.3 µM]	7%	5%	-18%	14%	0%
O=C(COC(=O)c1ccc(Br)o1)Nc1nc2ccccc2s1	3%	1%[38.3 µM]	-3%	-1%	-2%	-3%	-5%
Cn1c(=O)n(CCC(=O)O)c2ccccc21	-5%	?	3%	3%	10%	0%	8%
CCc1cc(C(=O)OC)c(NC(=O)CC2SC(=NC)N(C)C2=O)s1 (stereo not given)	1%	-2%	7%[10 µM]	.	-3%	2%	21%[9.22 µM]
C=C(C)/C=N/NC(=S)Nc1ccc(S(=O)(=O)N2CCOCC2)cc1	.	.	-5%[10 µM]	.	.	-7%	5%[9.22 µM]
O=C(O)c1ccc(/C=C2\SC(=Nc3ccccc3)N(c3ccccc3)C2=O)cc1	2%	10%	13µM*	.	-8%	-2%	-31%
Cn1cccc1/C=C1\SC(=S)N(NC(=O)c2ccc(F)cc2)C1=O	.	.	-7%[10 µM]	.	.	-27%	6%[9.22 µM]
CN1CCN(C(=O)N2c3ccccc3C=Cc3ccccc32)CC1	-4%	5%[38.3 µM]	7%	10%	-19%	1%	-14%
N#CCc1ccc(NC(=O)Nc2cccc(Cl)c2)cc1	-3%	5%[38.3 µM]	-11%	?	-14%	14%	?
CCSc1nnc(NC(=O)Cc2ccccc2OC)s1	4%	?	-17%	0%	-9%	-1%	-8%
CN(CCC1CCOCC1)C(=O)CC1C(=O)NCCN1Cc1ccoc1 (stereo not given)	.	.	-26%	.	.	8%	-13%
CCCOC(=O)c1ccc(S(N)(=O)=O)o1	2%	-5%	9%[10 µM]	-1%	15%	1%	7%
Oc1c(/C=C/C=C/C=Nc2ccccc2)sc(=S)n1Cc1ccccc1	.	.	-11%[10 µM]	.	.	-26%	-9%[9.22 µM]
COc1ccc(CC(=O)Nc2ccc(-c3noc(-c4cc(OC)c(OC)c(OC)c4)n3)cc2)cc1	-3%	-22%	2%[10 µM]	-6%	-14%	1%	-14%
COc1ccc(OC)c(-c2cnc(OC(C)(C)C)nc2OC(C)(C)C)c1	-3%	0%	-23%[10 µM]	-11%	?	3%	-3%
COCCn1c(SCC(=O)N2CCc3ccccc3C2)nc2cc(Cl)ccc2c1=O	3%	13%	.	?	-15%	2%	-32%
O=C(CSc1nccn1-c1ncc(C(F)(F)F)cc1Cl)c1ccc(Br)cc1	-3%	9%[38.3 µM]	?	-2%	-34%[inhibitor]	-1%	9%
Cn1c(=O)n(C)c2cc(NC(=O)c3ccccc3[N+](=O)[O-])c(Br)cc21	-2%	6%	-19%	.	-10%	-4%	23%[9.22 µM]
CCOC(=O)/C(O)=C(\C#N)c1nc2ccccc2[nH]1	-1%	3%	-4%	.	4%	-2%	18%
S=C(Nc1ccc(Cl)c(Cl)c1)N1CCOCC1	-1%	-9%	10%[10 µM]	?	-7%	13%	-1%
COc1ccc(CCNC(=O)Nc2cccc([N+](=O)[O-])c2)cc1	-3%	3%	.	.	-25%	8%	-19%
CCOC(=O)c1cnc2nc(N3CCOCC3)nn2c1N	-3%	1%	-46%[inhibitor]	-3%[46 µM]	11%	1%	-21%
CCN1CCN(C(=S)Nc2ccc(C(C)=O)cc2)CC1	2%	4%	-5%	.	-1%	1%	4%
COC(=O)c1cccc(NS(=O)(=O)c2ccc(OC)cc2)c1C	0%	2%	5%[10 µM]	?	2%	7%	-23%
CC(=O)c1ccc(NC(=S)NCc2ccc(Cl)cc2Cl)cc1	2%	17%	.	?	?	9%	?
CC(Oc1ccc(F)cc1)C(=O)Nc1ccc2ccccc2c1 (stereo not given)	-4%	26%[38.3 µM]	12%[10 µM]	?	?	-3%	-2%
CN1CC(=O)Nc2ccc(F)cc2C1=O	-2%	-7%[38.3 µM]	-5%	3%	-20%	-7%	16%

Taken from the entries so far for reference:
SMILES	KinaseGlo FLuc	IMPase Li inh	HTT cytoprotect	LMNA splice mod	SMN2 splice enh	CBFb RUNX1 block	HTT aggregate
Cn1c(=O)n(C)c2cc(NC(=O)c3ccccc3[N+](=O)[O-])c(Br)cc21	-2%	6%	-19%	.	-10%	-4%	23%[9.22 µM]
CCOC(=O)/C(O)=C(\C#N)c1nc2ccccc2[nH]1	-1%	3%	-4%	.	4%	-2%	18%
S=C(Nc1ccc(Cl)c(Cl)c1)N1CCOCC1	-1%	-9%	10%[10 µM]	?	-7%	13%	-1%

(further entries)
SMILES	KinaseGlo FLuc	IMPase Li inh	HTT cytoprotect	LMNA splice mod	SMN2 splice enh	CBFb RUNX1 block	HTT aggregate
Cc1ccc(C)c(Nc2c([N+](=O)[O-])c(=O)oc3ccccc23)c1	.	.	-8%[10 µM]	.	.	0%	-18%[9.22 µM]
CC(C)(C)C(=O)OCC1OC(n2cnc(C(N)=O)n2)C(O)C1O (stereo not given)	6%	-9%	6%[0.074 µM]	-6%	-5%	12%	14%
O=C(CCc1ccccc1)NNC(=S)NC(=O)c1ccccc1	-3%	5%[38.3 µM]	-24%	-18%	-49%[inhibitor]	-4%	-15%
COC(=O)CSc1nc(NC(C)C)nc(N2CCOCC2)n1	0%	2%[38.3 µM]	9%	11%	0%	6%	2%
COC(=O)C1CN(S(=O)(=O)c2ccc(C)cc2)CCN1S(=O)(=O)c1ccc(C)cc1 (stereo not given)	-3%	12%[38.3 µM]	1%	5%	-16%	3%	9%
COc1cc(C2C(C#N)=C(N)Oc3cc(C)oc(=O)c32)cc2c1OCO2 (stereo not given)	18%	13%[38.3 µM]	-18%[10 µM]	-3%	27%	-13%	-4%
CC1CCc2nn(CC(=O)NC3CCCC3)cc2C1 (stereo not given)	-1%	17%[38.3 µM]	-7%	-6%	11%	-7%	-12%
N#C/C(=C\c1ccc(-c2nc3ccccc3s2)o1)C(N)=O	.	.	-6%[10 µM]	.	.	2%	-20%[9.22 µM]
CC/C(=N\Nc1ccc([N+](=O)[O-])cc1)c1ccccc1	1%	34%[activator]	-29%[10 µM]	?	-5%	?	?
CC1(C)CC(=O)C(CCC(=O)c2ccccc2)C(C)(C)N1 (stereo not given)	0%	1%[38.3 µM]	-7%	20%	-7%	-2%	8%
Cc1ccc(NC(=O)CCN2C(=O)OC(C)(C)C2(C)O)cc1 (stereo not given)	-2%	1%	-19%	-6%[9.22 µM]	-4%	3%	-9%
Cc1ccc2[nH]c(=O)c(CN(Cc3ccc4c(c3)OCO4)Cc3nnnn3C3CCCC3)cc2c1	1%	-1%[38.3 µM]	-26%[10 µM]	?	-11%	-2%	-5%[9.22 µM]
CN(C(=O)c1ccc(NC(=O)C2CC=CCC2C(=O)O)cc1)c1ccccc1 (stereo not given)	4%	16%[38.3 µM]	-7%	-8%	14%	0%	4%
c1ccc2c(c1)nc(N1CCN(C3CCCCC3)CC1)c1nnnn12	0%	6%[38.3 µM]	-18%[1.9 µM]	10%	-17%	8%	-11%
CC(=O)Nc1ccc(SCC(=O)c2cc(C)n(Cc3cccs3)c2C)cc1	3%	9%[38.3 µM]	-107%[inhibitor][10 µM]	?	-53%[inhibitor]	-2%	-15%
ON=C1CCN(c2ncc(C(F)(F)F)cc2Cl)CC1	-5%	11%[38.3 µM]	-4%	9%	-14%	4%	-8%
Cc1ccc(CN(C(=O)c2sc3ccccc3c2Cl)C2CCS(=O)(=O)C2)cc1 (stereo not given)	-5%	11%	-9%[1.9 µM]	?	?	13%	-6%
Cc1ccc2nc(-c3ccc(NC(=O)CN4C(=O)NC(C)(c5ccc(OC(F)F)cc5)C4=O)cc3)sc2c1 (stereo not given)	.	.	-13%[10 µM]	-4%	.	-6%	11%
CC(C1CCCC(=O)C1)[N+](=O)[O-] (stereo not given)	-2%	2%	18%	.	12%	-1%	.
C=CCn1c(SCC(=O)NNC(=O)Nc2cccc(Cl)c2)nnc1-c1ccccc1	.	.	5%[10 µM]	.	.	8%	13%[9.22 µM]
